Mtb BioA inh – inhibitors of Mycobacterium tuberculosis BioA enzyme; purified M. tuberculosis BioA enzyme, plate reader; inhibition, % at 9.99 µM; 360,000 compounds, 0.096% hits; in the data active means inhibition above about 40%
* = called active by the depositor. An excerpt; rates above refer to the full screens.

C[C@@H]1CN([C@H](C)CO)C(=O)Cc2cc(NC(=O)CCC(F)(F)F)ccc2O[C@H]1CN(C)C(=O)Nc1ccccc1
  Mtb BioA inh: 0.2

O=C(Nc1ccc(-c2ccccc2)cc1)[C@H]1[C@H](CO)[C@H]2Cn3c(cccc3=O)[C@H]2N1CC1CC1
  Mtb BioA inh: -0.6

COCC(=O)Nc1ccc2c(c1)C(=O)N(C)C[C@@H](OC)[C@H](C)CN(C(=O)CC1CC1)[C@@H](C)CO2
  Mtb BioA inh: -1.0

CO[C@@H]1CN(C)C(=O)c2ccc(NC(=O)c3cccnc3)cc2OC[C@@H](C)N(CC2CCCCC2)C[C@H]1C
  Mtb BioA inh: 0.4

COc1ccc(NC(=O)N(C)C[C@H]2Oc3c(NS(=O)(=O)c4ccc(Cl)cc4)cccc3C(=O)N([C@@H](C)CO)C[C@@H]2C)cc1
  Mtb BioA inh: 0.7

C[C@@H]1CN([C@H](C)CO)C(=O)c2cc(NS(=O)(=O)c3ccccc3)ccc2O[C@@H](C)CCCCO[C@H]1CN(C)Cc1ccccc1
  Mtb BioA inh: 2.3

COc1ccc(CN(C)C[C@H]2Oc3ccc(NS(=O)(=O)c4ccc(Cl)cc4)cc3CC(=O)N([C@@H](C)CO)C[C@@H]2C)cc1
  Mtb BioA inh: 0.2

COC(=O)[C@H]1[C@H](CO)[C@H]2Cn3c(ccc(-c4ccccc4F)c3=O)[C@@H]1N2
  Mtb BioA inh: -7.7

C[C@@H]1CCCCO[C@@H](CN(C)Cc2ccc(C(=O)O)cc2)[C@@H](C)CN([C@H](C)CO)C(=O)c2cc(NC(=O)CCCN(C)C)ccc2O1
  Mtb BioA inh: -0.6

C[C@@H]1CCCCO[C@@H](CN(C)CC2CCCCC2)[C@@H](C)CN([C@@H](C)CO)C(=O)c2cc(NS(C)(=O)=O)ccc2O1
  Mtb BioA inh: -0.4

CCCNC(=O)[C@H]1[C@H](CO)[C@H]2Cn3c(ccc(-c4ccccc4)c3=O)[C@@H]1N2Cc1ccccc1F
  Mtb BioA inh: -0.8

O=C(C[C@H]1C=C[C@H](NC(=O)c2ccncc2)[C@@H](CO)O1)Nc1ccc(-c2ccccc2)cc1
  Mtb BioA inh: 7.0

CC(C)NC(=O)Nc1ccc2c(c1)C(=O)N([C@H](C)CO)C[C@@H](C)[C@H](CN(C)Cc1ccc3c(c1)OCO3)OCCCC[C@@H](C)O2
  Mtb BioA inh: -1.4

CCC(=O)N1C[C@H](O)COC[C@H]2O[C@@H](CC(=O)N3CCCCC3)CC[C@@H]21
  Mtb BioA inh: 0.2

CNC[C@@H]1Oc2c(NS(=O)(=O)c3cn(C)cn3)cccc2C(=O)N([C@H](C)CO)C[C@@H]1C
  Mtb BioA inh: 0.1

O=C([C@H]1N[C@H]2c3ccc(C4=CCCC4)c(=O)n3C[C@H]2[C@@H]1CO)N1CCc2ccccc2C1
  Mtb BioA inh: -1.9

CC(C)NC(=O)Nc1ccc2c(c1)C(=O)N([C@H](C)CO)C[C@@H](C)[C@@H](CN(C)C(=O)NC(C)C)O2
  Mtb BioA inh: 1.4

C/C=C/c1ccc([C@H]2[C@H](CO)N3CCCCN(C(=O)Nc4cc(F)ccc4F)C[C@@H]23)cc1
  Mtb BioA inh: -2.5

CCN(C[C@@H]1N[C@H](CO)[C@H]1c1ccc(-c2cccc(F)c2)cc1)C(=O)COC
  Mtb BioA inh: -2.5

O=C(c1ccccc1F)N1CC[C@@H]2[C@@H](CO)Nc3ccc(C#Cc4ccccc4)cc3[C@@H]21
  Mtb BioA inh: -1.6

CC(C)NC(=O)N(C)C[C@@H]1Oc2ncc(C#CC3CC3)cc2C(=O)N([C@H](C)CO)C[C@@H]1C
  Mtb BioA inh: -2.2

COc1ccc(CN(C)C[C@@H]2Oc3ccc(NC(=O)Cn4cnnn4)cc3CC(=O)N([C@@H](C)CO)C[C@H]2C)cc1
  Mtb BioA inh: 25

CCC(=O)N1[C@@H]2c3cccc(=O)n3C[C@@H]2[C@@H](CO)[C@@H]1C(=O)NCC1CC1
  Mtb BioA inh: 2.0

O=C(C[C@@H]1C=C[C@H](NC(=O)c2ccncc2)[C@@H](CO)O1)NCC1CCCCC1
  Mtb BioA inh: -1.0

C[C@@H]1CN([C@@H](C)CO)C(=O)Cc2cc(NC(=O)C3CCCCC3)ccc2O[C@H]1CN(C)C(=O)Nc1ccc(C(F)(F)F)cc1
  Mtb BioA inh: -0.1

CCCC#Cc1cnc2c(c1)C(=O)N([C@@H](C)CO)C[C@@H](C)[C@@H](CN(C)C(=O)NCCC)O2
  Mtb BioA inh: -1.5

CNC[C@H]1Oc2ccc(NS(C)(=O)=O)cc2CC(=O)N([C@@H](C)CO)C[C@H]1C
  Mtb BioA inh: -1.0

C[C@@H]1CN([C@H](C)CO)C(=O)Cc2cc(NC(=O)Nc3ccc4c(c3)OCO4)ccc2O[C@@H]1CN(C)CC1CC1
  Mtb BioA inh: 0.1

COc1cccc(NC(=O)Nc2ccc3c(c2)C(=O)N(C)C[C@H](OC)[C@@H](C)CN[C@H](C)CO3)c1
  Mtb BioA inh: -1.9

Cn1cnc(S(=O)(=O)N[C@H]2CC[C@@H](CC(=O)NCC3CCCCC3)O[C@@H]2CO)c1
  Mtb BioA inh: -0.5

A section taken from the entries so far:
CNC[C@H]1Oc2ccc(NS(C)(=O)=O)cc2CC(=O)N([C@@H](C)CO)C[C@H]1C
  Mtb BioA inh: -1.0

C[C@@H]1CN([C@H](C)CO)C(=O)Cc2cc(NC(=O)Nc3ccc4c(c3)OCO4)ccc2O[C@@H]1CN(C)CC1CC1
  Mtb BioA inh: 0.1

COc1cccc(NC(=O)Nc2ccc3c(c2)C(=O)N(C)C[C@H](OC)[C@@H](C)CN[C@H](C)CO3)c1
  Mtb BioA inh: -1.9

Cn1cnc(S(=O)(=O)N[C@H]2CC[C@@H](CC(=O)NCC3CCCCC3)O[C@@H]2CO)c1
  Mtb BioA inh: -0.5

Next section:
Cc1ccc(S(=O)(=O)N(C)C[C@H]2OCCCC[C@H](C)Oc3ccc(NC(=O)Nc4ccc(C(F)(F)F)cc4)cc3C(=O)N([C@@H](C)CO)C[C@@H]2C)cc1
  Mtb BioA inh: -0.9

O=C(C[C@H]1CC[C@H]2[C@@H](COC[C@H](O)CN2Cc2ccc(Cl)cc2)O1)NCCc1ccccc1
  Mtb BioA inh: 0.3

Cc1noc(C)c1S(=O)(=O)Nc1ccc2c(c1)C(=O)N([C@H](C)CO)C[C@@H](C)[C@@H](CN(C)C(=O)c1ccccc1)OCCCC[C@@H](C)O2
  Mtb BioA inh: 1.1

CNC[C@H]1OCCCC[C@H](C)Oc2ccc(NC(=O)c3ccccc3)cc2C(=O)N([C@@H](C)CO)C[C@@H]1C
  Mtb BioA inh: -2.4

O=C(O)C[C@@H]1C[C@H]2c3cc(NS(=O)(=O)c4ccc(F)cc4)ccc3O[C@H]2[C@@H](CO)O1
  Mtb BioA inh: -1.1

C[C@@H]1CN([C@H](C)CO)C(=O)c2cccc(NC(=O)Nc3ccc4c(c3)OCO4)c2O[C@@H]1CN(C)Cc1ccc(C(=O)O)cc1
  Mtb BioA inh: 0.1

C[C@H]1CN([C@@H](C)CO)C(=O)Cc2cc(NC(=O)Nc3cccc4ccccc34)ccc2O[C@@H]1CN(C)S(=O)(=O)c1cccs1
  Mtb BioA inh: -1.4

CO[C@H]1CN(C)C(=O)c2cc(NC(=O)C3CC3)ccc2OC[C@H](C)N(Cc2nccs2)C[C@@H]1C
  Mtb BioA inh: 2.2

C[C@H](CO)N1C[C@H](C)[C@H](CN(C)C(=O)c2ccc(F)cc2)Oc2cc(C3=CCCCC3)ccc2S1(=O)=O
  Mtb BioA inh: -2.4

CCC(=O)N(C)C[C@@H]1Oc2ncc(Br)cc2C(=O)N([C@@H](C)CO)C[C@@H]1C
  Mtb BioA inh: -1.1

COc1ccc(NC(=O)Nc2ccc3c(c2)OC[C@@H](C)NC[C@@H](C)[C@H](OC)CN(C)C3=O)cc1
  Mtb BioA inh: 9.5

C[C@H](CO)N1C[C@H](C)[C@H](CN(C)C(=O)Nc2ccccc2)Oc2ccc(NC(=O)C3CC3)cc2CC1=O
  Mtb BioA inh: -1.2

COCC#Cc1ccc2c(c1)O[C@H](CN(C)C)[C@@H](C)CN([C@@H](C)CO)S2(=O)=O
  Mtb BioA inh: -1.8

CCC(=O)Nc1ccc2c(c1)C(=O)N(C)C[C@H](OC)[C@@H](C)CN(CCc1ccccc1)[C@@H](C)CO2
  Mtb BioA inh: 2.9

O=S(=O)(c1ccccc1)N1C[C@H]2[C@@H](c3ccccc31)[C@@H](CO)N2Cc1ccc(F)cc1
  Mtb BioA inh: -2.5

C[C@H](CO)N1C[C@H](C)[C@@H](CN(C)C(=O)NC2CCCCC2)Oc2ccc(NC(=O)Cc3ccccc3)cc2CC1=O
  Mtb BioA inh: 0.8

C[C@H]1CN([C@@H](C)CO)S(=O)(=O)c2ccc(-c3ccc(C#N)cc3)cc2O[C@@H]1CN(C)C
  Mtb BioA inh: 3.8

COc1ccccc1NC(=O)Nc1ccc2c(c1)C(=O)N(C)C[C@H](OC)[C@@H](C)CN(C)[C@H](C)CO2
  Mtb BioA inh: 1.4

C[C@H]1CN([C@@H](C)CO)C(=O)c2cccc(NC(=O)Nc3ccc(C(F)(F)F)cc3)c2O[C@H]1CN(C)Cc1ccc2c(c1)OCO2
  Mtb BioA inh: -0.4

CO[C@H](C(=O)N(C)C[C@H]1OCc2ccccc2-c2ccccc2C(=O)N([C@@H](C)CO)C[C@H]1C)c1ccccc1
  Mtb BioA inh: -0.1

CC=Cc1ccc2n(c1=O)C[C@@H]1[C@@H](CO)[C@H](C(=O)OC)[C@H]2N1S(=O)(=O)c1ccccc1C (mixture of isomers)
  Mtb BioA inh: -1.4

CCCC#Cc1ccc([C@@H]2[C@@H](C#N)N(C(=O)CN3CCOCC3)[C@H]2CO)cc1
  Mtb BioA inh: -1.1

CC=Cc1ccc2n(c1=O)C[C@@H]1[C@@H](CO)[C@H](C(=O)NCC3CC3)[C@H]2N1Cc1ccccc1 (mixture of isomers)
  Mtb BioA inh: -0.6

CC(C)C#Cc1ccc2c(c1)O[C@H](CN(C)S(C)(=O)=O)[C@H](C)CN([C@@H](C)CO)S2(=O)=O
  Mtb BioA inh: 1.4

COc1ccccc1NC(=O)N1CCCCN2[C@H](C1)[C@H](c1ccc(C#CC3CCCC3)cc1)[C@@H]2CO
  Mtb BioA inh: 6.3

CCCN1C[C@H](C)[C@@H](OC)CN(C)C(=O)c2ccc(NC(=O)C3CC3)cc2OC[C@@H]1C
  Mtb BioA inh: -3.4

Cc1noc(C)c1NC(=O)N(C)C[C@@H]1OCCCC[C@@H](C)Oc2ccc(NC(=O)Nc3ccccc3)cc2C(=O)N([C@@H](C)CO)C[C@@H]1C
  Mtb BioA inh: -4.5

COc1cccc(NC(=O)C[C@@H]2CC[C@@H]3[C@@H](COc4ccc(NC(=O)C5CC5)cc4C(=O)N3C)O2)c1
  Mtb BioA inh: 2.0

COCC#Cc1ccc([C@@H]2[C@@H](CO)N3CCCCN(Cc4cncnc4)C[C@@H]23)cc1
  Mtb BioA inh: -1.9

O=C(C[C@@H]1CC[C@H](NC(=O)NC2CCCCC2)[C@@H](CO)O1)NCc1ccc(F)cc1
  Mtb BioA inh: 1.1

C[C@@H]1CN([C@H](C)CO)C(=O)c2cc(/C=C/c3ccccc3)cnc2O[C@@H]1CN(C)C
  Mtb BioA inh: -1.6

O=C(C[C@H]1C=C[C@@H](NC(=O)Cc2ccccn2)[C@@H](CO)O1)NCCCN1CCOCC1
  Mtb BioA inh: -3.2

Cc1noc(C)c1NC(=O)Nc1ccc2c(c1)C(=O)N(C)[C@@H]1CC[C@@H](CC(=O)N[C@H]3CCN(Cc4ccccc4)C3)O[C@H]1CO2
  Mtb BioA inh: 2.9

Cc1ccc(-c2cnc3c(c2)C(=O)N([C@H](C)CO)C[C@@H](C)[C@H](CN(C)Cc2ccccc2F)O3)cc1
  Mtb BioA inh: 3.9

COc1ccccc1-c1ccc2n(c1=O)C[C@@H]1[C@@H](CO)[C@H](C(=O)N(C)C)N(CC3CCOCC3)[C@H]21
  Mtb BioA inh: 0.3

Cc1ccc(S(=O)(=O)N(C)C[C@@H]2Oc3ccc(NC(=O)Nc4ccc(C(F)(F)F)cc4)cc3C(=O)N([C@H](C)CO)C[C@@H]2C)cc1
  Mtb BioA inh: -0.8

C[C@@H]1CCCCO[C@@H](CN(C)C(=O)Nc2ccc3c(c2)OCO3)[C@H](C)CN([C@H](C)CO)C(=O)c2cc(NC(=O)NC3CCCCC3)ccc2O1
  Mtb BioA inh: -0.3

C[C@H](CO)N1C[C@H](C)[C@H](CN(C)C(=O)c2ccncc2)OCCCC[C@H](C)Oc2ccc(N(C)C)cc2C1=O
  Mtb BioA inh: -1.9

CCS(=O)(=O)Nc1ccc2c(c1)C(=O)N(C)C[C@H](OC)[C@@H](C)CN(C(=O)CN(C)C)[C@H](C)CO2
  Mtb BioA inh: -1.5

OC[C@@H]1[C@@H](c2ccc(-c3cccc(F)c3)cc2)[C@@H]2CN(CCC(F)(F)F)CCCCN12
  Mtb BioA inh: 7.5

C[C@@H](NC(=O)C[C@H]1CC[C@@H]2[C@H](COC[C@H](O)CN2C(=O)Nc2cccc(F)c2)O1)c1ccccc1
  Mtb BioA inh: 4.0

C[C@H](CO)N1C[C@H](C)[C@H](CN(C)C(=O)c2cccnc2)Oc2ncc(/C=C/c3ccccc3)cc2C1=O
  Mtb BioA inh: 0.7

Cc1ccc(S(=O)(=O)N(C)C[C@@H]2Oc3c(NC(=O)c4ccc(-c5nccs5)cc4)cccc3C(=O)N([C@H](C)CO)C[C@H]2C)cc1
  Mtb BioA inh: 0.7

CO[C@@H]1CN(C)C(=O)c2ccc(NC(=O)NC(C)C)cc2OC[C@H](C)N(CC2CC2)C[C@@H]1C
  Mtb BioA inh: 2.0

C[C@@H]1CN([C@H](C)CO)C(=O)c2cc(NC(=O)Nc3ccc(C(F)(F)F)cc3)ccc2O[C@@H](C)CCCCO[C@@H]1CN(C)C(=O)Nc1cccc2ccccc12
  Mtb BioA inh: -0.9

Cc1cccc(-c2ccc([C@@H]3[C@@H](CO)N4CCCCN(S(=O)(=O)c5cn(C)cn5)C[C@H]34)cc2)c1
  Mtb BioA inh: -2.5

CNC[C@@H]1Oc2cc(C#Cc3ccncc3)ccc2S(=O)(=O)N([C@@H](C)CO)C[C@@H]1C
  Mtb BioA inh: -1.9

COC(=O)C[C@H]1C=C[C@@H](NS(=O)(=O)c2ccc(OC)cc2)[C@H](CO)O1
  Mtb BioA inh: -2.3

C[C@@H]1CN([C@H](C)CO)S(=O)(=O)c2ccc(C#CCN(C)C)cc2O[C@H]1CN(C)Cc1ccccc1
  Mtb BioA inh: 4.5

Screens (PubChem BioAssay)
